Source: PubChem
D2 ag = D2 dopamine receptor (human) agonism | P14416 | HEK293 T-REx D2 cells, calcium flux agonist mode | activation, % at 2 µM | 0.53% of 340,000 active | AID 485358;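 active means activation over 3 SD above normal in the single-dose calcium agonist read, cut at about 30% in these data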; further: 0% is about no effect
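Tetracycline-induced HEK293 Trex cells with D2 receptor force-coupled to calcium signaling, plated overnight at 30 C and loaded with no-wash calcium dye. Calcium flux read kinetically for 180 s after compound addition; responses flag agonists.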
TRHR PAM = allosteric enhancers of human TRH receptor; P34981; 0.66% of 360,000 active; TRHR cells, fluo-8 calcium fluorescence, EC20 TRH enhancement; enhancement, % at 2 µM; in the data active means enhancement above about 30%; further: 0% is about no effect
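Enhancer read-out: after compound pinning and an initial kinetic agonist-mode read, an EC20 of TRH (10 nM final) was injected and fluo-8 calcium signal (Ex 480/Em 530) followed at 1 s/cycle for 100 cycles in TRHR-expressing cells.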
TRHR agonist = activates the human TRH receptor | 0.18% of 360,000 active | TRHR cells, calcium flux fluo-8, FDSS agonist mode | activation, % at 2 µM | AID 493084; further: 0% is about no effect
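Agonist-mode FDSS calcium read (Ex 480/Em 530, 1 s cycles) in 1536-well TRHR cells with fluo-8 dye, after 10-cycle baseline and 23 nL compound addition; TRH at EC20 (10 nM final) added afterwards for the enhancer phase.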
D2 antagonist = D2 dopamine receptor (human) antagonism; AID 485344; HEK293 TREx D2 cells, calcium flux, dopamine EC80; inhibition, % at 10 µM; P14416; 2% of 340,000 active; in the data active means inhibition above about 30%; further: 0% is about no effect
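Overnight-induced (tetracycline, 30 C) HEK293 T-REx cells carrying force-coupled D2 receive a no-wash calcium dye, then compound, then EC80 dopamine at 180 s; signals are read kinetically throughout.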
D1 potentiator = enhances dopamine response at the human D1 receptor; P21728; HEK293 TREx D1 cells, calcium flux, dopamine EC20 potentiation; potentiation, % at 10 µM; 0.036% of 360,000 active; in the data active means potentiation above about 30%; further: 0% is about no effect
D1 agonist = human D1 receptor agonism; HEK293 T-REx D1 cells, calcium flux, agonist mode; activation, % at 2 µM; 1% of 360,000 active; AID 504660; further: 0% is about no effect
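Inducible HEK293 T-REx D1 cells, force-coupled to calcium signalling, were plated at 4000 cells/well with tetracycline and held overnight at 30 C. After no-wash calcium dye loading, compound-evoked calcium rise over 180 s flagged agonists.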
RXFP1 antagonist = RXFP1 (human) relaxin receptor antagonism. Q9HBX9. HEK293-RXFP1, relaxin-stimulated cAMP HTRF, 30 min; stronger effect = lower value. activity change, negative = inhibition, % at 57.5 µM. 0.59% of 350,000 active. AID 1259400;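 active means activity change of -60% or lower, but not beyond a set lower limit; inconclusive means change between -60% and -40%, or beyond the set limit; inactive means change above -40%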; further: on the % scale 0 is the no-effect control and ±100 the full control effect
Target sequence (Q9HBX9 whole entry, looked up): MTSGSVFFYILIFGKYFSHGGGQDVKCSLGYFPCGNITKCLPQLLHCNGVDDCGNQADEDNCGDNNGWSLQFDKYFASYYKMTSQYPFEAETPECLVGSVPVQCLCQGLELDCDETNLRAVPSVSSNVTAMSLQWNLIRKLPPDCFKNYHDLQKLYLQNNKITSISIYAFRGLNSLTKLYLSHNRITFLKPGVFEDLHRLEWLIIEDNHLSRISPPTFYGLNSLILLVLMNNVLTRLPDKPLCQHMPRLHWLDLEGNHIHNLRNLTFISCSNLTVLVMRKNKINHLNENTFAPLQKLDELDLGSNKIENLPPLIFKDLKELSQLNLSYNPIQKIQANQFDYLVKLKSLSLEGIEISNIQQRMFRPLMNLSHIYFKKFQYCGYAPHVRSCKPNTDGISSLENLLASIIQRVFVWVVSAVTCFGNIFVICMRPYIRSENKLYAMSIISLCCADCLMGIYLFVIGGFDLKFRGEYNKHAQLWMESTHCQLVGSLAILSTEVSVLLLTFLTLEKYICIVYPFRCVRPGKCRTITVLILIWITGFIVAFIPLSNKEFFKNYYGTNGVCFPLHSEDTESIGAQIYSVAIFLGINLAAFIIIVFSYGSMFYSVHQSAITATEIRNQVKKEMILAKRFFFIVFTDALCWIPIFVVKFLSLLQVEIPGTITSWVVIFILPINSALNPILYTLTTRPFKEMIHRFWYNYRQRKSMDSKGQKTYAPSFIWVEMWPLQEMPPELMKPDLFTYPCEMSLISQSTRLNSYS
D2 potentiator = D2 dopamine receptor (human) potentiation | 0.34% of 340,000 active | potentiation, % at 10 µM | AID 485347 | HEK293 T-REx D2, calcium flux, EC20 dopamine potentiation;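 active means potentiation over 3 SD above the plate norm, cut at about 30% in these data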; further: 0% is about no effect
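Potentiation of an EC20 dopamine calcium response is measured in a force-coupled, tetracycline-inducible Hek293 Trex D2 line. Compound-only kinetic reads over 180 s flag agonists before dopamine addition.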
D1 antag = blocks dopamine activation of the human D1 receptor. P21728. AID 504652. HEK293 TREx D1 cells, calcium flux, dopamine EC80; stronger effect = lower value. 3.2% of 360,000 active. activity change, negative = inhibition, % at 10 µM; in the data active means activity change below about -30%; further: on the % scale 0 is the no-effect control and ±100 the full control effect
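Antagonism measured as reduced calcium response to an EC80 dopamine addition following 180 s compound pre-read; cells were inducible HEK293 Trex D1 plated overnight at 30 C, read kinetically at 1 cycle/sec.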
* marks the source's active call; other numbers are inactive results; ? = inconclusive; / = no result given; & = joins results of further samples. Unless noted, no stated cut-off is given here; in the data, active means activation above about 30%; inactive means the rest.

Preview:
SMILES	D2 ag	TRHR PAM	TRHR agonist	D2 antagonist	D1 potentiator	D1 agonist	RXFP1 antagonist	D2 potentiator	D1 antag
CCN(CC(=O)NCc1ccccn1)S(=O)(=O)c1cc(Cl)ccc1Cl	0.0	1	-0.2	-12	-3	5	9	14	-12
Cc1cc2c(=O)n(CC(=O)N3CCN(c4ccc(F)cc4)CC3)cnc2s1	-0.2	1	-0.8	1	-6	-1	1	-1	6
Cc1cc(NCc2ccccn2)nc2ccccc12	-0.9	-2	-0.3	-9	-8	0	1	4	2

Results, from the first entry:
SMILES	D2 ag	TRHR PAM	TRHR agonist	D2 antagonist	D1 potentiator	D1 agonist	RXFP1 antagonist	D2 potentiator	D1 antag
CCN(CC(=O)NCc1ccccn1)S(=O)(=O)c1cc(Cl)ccc1Cl	0.0	1	-0.2	-12	-3	5	9	14	-12
Cc1cc2c(=O)n(CC(=O)N3CCN(c4ccc(F)cc4)CC3)cnc2s1	-0.2	1	-0.8	1	-6	-1	1	-1	6
Cc1cc(NCc2ccccn2)nc2ccccc12	-0.9	-2	-0.3	-9	-8	0	1	4	2
CC1(C)Oc2ccc(C(=O)NC3CCCC3)cc2N(CC(=O)N2CCOCC2)C1=O	0.5	1	-0.3	-3	3	3	2	-12	-4
OCCC1CN(Cc2c(F)cccc2Cl)CCN1C1CCCCC1 (stereo not drawn)	1.1	-1	0.3	26	1	1	8	-4	17
O=C(NCc1ccccc1CN1CCCC1)c1cccc(S(=O)(=O)N2CCCC2)c1	0.6	7	0.4	-11	-2	3	9	-25	-13
COc1ccc(CNCC(O)COc2cccc3c2OC(C)(C)C3)cc1 (stereo not drawn)	-0.3	3	-0.4	44*	-4	10	-34	-32	-8
COc1ccccc1C(=O)NC(CCSC)C(=O)NCCCSc1ccccc1 (stereo not drawn)	-0.6	-8	-0.4	-9	0	92*	11	-2	-1
COc1cc(C(=O)Nc2cc(C(F)(F)F)ccc2-n2cncn2)cc(OC)c1OC	-0.3	2	-0.1	-4	-6	3	6	-6	-11
O=C(CN1CCN(c2ccccc2O)CC1)Nc1ccc(S(=O)(=O)N2CCCCCC2)cc1	1.4	3	0.5	11	-2	9	-28	6	2
O=[N+]([O-])c1cccc(C2=NC(c3ccccc3)CO2)c1 (stereo not drawn)	0.2	-5	-0.7	-7	-3	1	/	-9	5
COC(=O)c1cc(C(=O)OC)n(Cc2ccc(F)cc2)n1	/	2	-1.9	/	0	2	14	/	-3
COc1ccc(OCc2nc(N)nc(Nc3ccccc3OC)n2)cc1	-0.1	9	-0.1	12	-1	2	-6	-6	7
COc1cccc(NC(=O)Nc2cc(C(=O)O)ccc2N2CC3CC(C2)c2cccc(=O)n2C3)c1 (stereo not drawn)	0.1	-8	0.3	8	-3	1	7	-13	-13
COc1ccc(OCCOCCN2CCN(C)CC2)cc1	-0.3	0	0.1	-3	-4	2	0	-10	-10
CC(NC(=O)COC(=O)CSCc1ccccc1)c1ccccc1 (stereo not drawn)	-1.2	-7	-0.4	2	-4	5	-10	3	-8
C/C=C/C=C\C(=O)Nc1cccc(C2=NOC3(C2)C[C@@H](C(N)=O)N(C(=O)c2cc([N+](=O)[O-])cc([N+](=O)[O-])c2C)C3)c1 (stereo partly drawn)	0.2	4	-0.2	6	-3	5	/	10	-22
CCC(C)(C(=O)NC1CCCCC1)N(Cc1ccco1)C(=O)c1ccc2c(c1)OCO2 (stereo not drawn)	0.0	-7	-0.1	1	-1	-1	-5	4	5
COc1ccc(/C=C(/NC(=O)c2cccs2)C(=O)NC(C)(C)C)cc1OC	1.5	-2	-0.1	6	2	-1	-19	-9	2
O=C(Nc1cc(F)ccc1F)c1cccc(-n2cnnn2)c1	-0.2	0	-0.4	4	1	2	?	-1	-7
Cn1cccc1Cc1nnc(SCC(N)=O)n1-c1ccc(F)cc1	/	5	0.2	/	1	2	14	/	8
CCOC(=O)c1c(NC(=O)c2ccccc2)sc2c(O)c(CN(CC)CC)ccc12	-0.1	-14	0.1	0	4	0	7	9	6
CCN1CCN(CCCNC(=O)c2cnn(-c3ccccc3)c2C2CCN(C(=O)OC(C)(C)C)CC2)CC1	0.6	3	2.0	/	7	1	-5	3	7
COc1ccc(C(=O)Nc2nnc(S(=O)(=O)Cc3ccccc3)s2)cc1	-0.3	21	0.2	-1	-7	2	6	8	3
c1ccc(Oc2cc(-c3ccccc3)ncn2)cc1	0.6	-1	-0.2	5	-1	2	-9	0	9

Later entries.
SMILES	D2 ag	TRHR PAM	TRHR agonist	D2 antagonist	D1 potentiator	D1 agonist	RXFP1 antagonist	D2 potentiator	D1 antag
Cc1ccc2occ(/C=N/NC(=O)c3ccc(O)cc3)c(=O)c2c1	-0.5	4	-0.9	-12	-3	3	7	2	19
O=C1NC(Cc2ccccc2)C(=O)Nc2ccc(Br)cc21 (stereo not drawn)	/	0	1.2	/	-5	3	-1	/	5
O=S(=O)(NC1CCCC1)c1cccc(S(=O)(=O)N2CCC(n3nnc4ccccc43)CC2)c1	0.5	-5	-0.6	1	4	-1	-10	-11	-1
CCC(=O)c1c(NC)cc(C)oc1=O	0.3	0	0.2	-3	0	-2	7	0	5
Cc1cc(C)cc(NC(=O)C2CCN(c3cnccn3)CC2)c1	-1.0	-4	-1.9	33*	-6	4	-1	-38	-10
Cc1ccc(C(=O)c2nc3c(n2O)CCCC3)cc1	/	12	-0.7	/	7	0	-2	/	0
Cc1cccc(-n2c(N)c(C(=O)N3CCN(C)CC3)sc2=S)c1	0.2	-3	0.3	19	-1	1	-11	2	8
CNc1ccccc1C(C)(C)c1cc(C)[nH]n1	1.4	-2	-0.7	0	0	2	-4	-1	10
COc1cccc(C(=O)CN(C(=O)c2ccc(Cl)c(Cl)c2)N2C(=O)C3CCCCC3C2=O)c1 (stereo not drawn)	1.7	0	1.0	18	9	4	27	-6	5
Cc1oc2cc3oc(=O)c(CCC(=O)NCCN4CCOCC4)c(C)c3cc2c1C	-1.4	2	-0.7	-23	1	3	/	2	-3
O=C(NCCc1ccccc1)C1CCCN1S(=O)(=O)c1ccccc1 (stereo not drawn)	0.0	0	-0.2	22	2	0	4	29	-15
COC(=O)c1ccc(CNC(=O)c2cc3ccccc3oc2=O)cc1	0.4	-2	0.2	-9	1	6	14	-5	-5
CCCOc1ccc(CNC(=O)c2ccc3nc(N4CCOCC4)sc3c2)cc1	0.8	-4	-0.7	6	0	6	/	1	6
CS(=O)(=O)Nc1ccc(C(=O)NCCc2ccccc2)cc1	0.3	7	0.7	8	1	1	0	-5	2
COc1cc(/C=C2/C(=O)N(c3ccc([N+](=O)[O-])cc3)N=C2N2CCOCC2)ccc1O	0.1	3	0.0	8	-11	1	0	6	-9
CCOC(=O)c1c(C)oc(NC(=O)COc2ccc(Cl)cc2C)c1C#N	0.0	0	-0.7	4	0	0	-2	4	-21
COc1cc(OC)cc(-c2nnc(Sc3ccc(C=O)cc3[N+](=O)[O-])o2)c1	0.4	-16	-0.3	-6	10	0	/	-7	-2
COc1ccc(N(CC(=O)Nc2cccc3ccccc23)S(C)(=O)=O)cc1	-0.2	2	0.0	-1	-1	3	-3	-1	-12
CC(C)COC(=O)c1ccccc1N1C(=O)C2C3CCC(C3)C2C1=O (stereo not drawn)	-0.3	2	-0.2	-8	-7	1	-20	12	-13
O=C(Nc1ccn(-c2ccccc2)n1)c1ccc(S(=O)(=O)N2CCCCCC2)cc1	0.9	-1	0.7	8	-4	4	2	-4	4
CCN(CC)c1nc(-c2ccccc2)nc2ccccc12	-1.4	-5	-0.1	-7	4	2	?	17	8
CCC(CC)NC(=O)c1cc(OC)c(OC)cc1[N+](=O)[O-]	0.5	-5	0.0	-4	-1	2	8	9	-17
C[C@H]1CC[C@@]2(O[C@H](CCO)C[C@@H](O)[C@@H]2O)O1	0.2	-2	0.1	-1	-1	-3	/	-3	-7
Cn1cccc1/C=N/NC(=O)CNc1ccc2ccccc2c1	0.9	-5	0.1	-3	-8	1	15	-2	0
COc1cc(NC(=O)c2ccc3c(c2)OCCO3)ccc1NC(=O)c1ccccc1Cl	1.1	6	-1.1	-3	3	0	-5	2	7

Profiles from above.
Shown for Cc1cc(C)cc(NC(=O)C2CCN(c3cnccn3)CC2)c1 : D2 ag = -1.0; TRHR PAM = -4; TRHR agonist = -1.9; D2 antagonist = 33*; D1 potentiator = -6; D1 agonist = 4; RXFP1 antagonist = -1; D2 potentiator = -38; D1 antag = -10
Shown for CCN(CC)c1nc(-c2ccccc2)nc2ccccc12 : D2 ag = -1.4; TRHR PAM = -5; TRHR agonist = -0.1; D2 antagonist = -7; D1 potentiator = 4; D1 agonist = 2; RXFP1 antagonist = ?; D2 potentiator = 17; D1 antag = 8

Next part
SMILES	D2 ag	TRHR PAM	TRHR agonist	D2 antagonist	D1 potentiator	D1 agonist	RXFP1 antagonist	D2 potentiator	D1 antag
CC(Sc1ccccc1)C(=O)N(CCC#N)Cc1cccnc1 (stereo not drawn)	0.0	26	0.2	-2	2	4	-4	0	5
O=C(NCc1ccccn1)C(=O)NCC(c1ccco1)N1CCN(c2ccc(F)cc2)CC1 (stereo not drawn)	-0.2	-3	0.4	-6	0	4	14	-6	-7
O=C(c1ccc(S(=O)(=O)Nc2cccc(C(F)(F)F)c2)cc1)N1CCC1	-0.1	-4	-1.2	5	8	0	21	2	-26
CCCCN1C(=O)NC(NC(=O)C2CC2)(C(F)(F)F)C1=O (stereo not drawn)	-1.2	15	11	-14	-5	1	-10	16	14
Cc1ccnc(NC(=O)c2ccc(S(=O)(=O)NCc3ccco3)cc2)c1	-0.6	-9	-0.5	-11	1	12	-6	-3	1
Cc1cc(C)n(-c2ccc(C(=O)Nc3cc(S(=O)(=O)N(C)C)ccc3Cl)cc2)n1	9.9	9	-1.5	-2	-6	4	15	-5	-30*
Clc1ccc(-c2nnc3n2CCCCS3)cc1	0.0	-1	0.2	-4	-3	1	-4	7	-7
O=C(NCCc1cccc(C(F)(F)F)c1)C1CCC(=O)N(CCc2cccc(F)c2)C1 (stereo not drawn)	0.0	-4	0.1	-5	-2	1	-20	-3	-7
O=C(COC(=O)/C=C/c1cccc(Br)c1)NCc1ccco1	0.1	-1	-0.4	-5	-3	3	-3	-6	-10
CCN(CC)C(=O)C1CCN(Cc2cn(C)nc2-c2ccc(Oc3ccccc3)cc2)CC1	1.8	-8	1.9	-18	-3	18	8	-1	3
O=C(NC(=S)Nc1ccccc1N1CCCCC1)c1ccc(-c2cccc([N+](=O)[O-])c2)o1	0.2	-6	-1.2	-12	6	1	-12	7	-10
Cc1noc(C)c1S(=O)(=O)N(CC(=O)NCc1ccccc1)c1ccc(C(C)C)cc1	0.8&0.2	-16&-8	0.8&-0.5	5	-1&1	5&1	4	-9&-1	10&-10
COCCNc1nc(NCc2cccc(Cl)c2)c2cnn(C)c2n1	/	-4	0.5	/	0	5	-7	-7	-6
COc1cc(C2CC(=O)Nc3ccccc3S2)cc(OC)c1OC (stereo not drawn)	-0.1	-3	1.0	-12	-2	4	-3	8	-7
Cc1cccc(C2CC3(CC(C)(C)NC(=S)N3)Oc3cc(O)ccc32)c1 (stereo not drawn)	/	3	0.0	/	3	4	-5	/	4

Compounds were not picked by outcome, and some 7.3% of all compounds hit somewhere here.
